# Compound activity (PubChem)
# Rtt109 Vps75 – C. albicans Rtt109 histone acetyltransferase inhibition | purified Rtt109/Vps75, ThioGlo CoA-SH fluorescence, 4 h | inhibition, % at 34.9 µM | 0.16% of 330,000 active;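 active means inhibition of at least 50% in every replicate; inconclusive means best replicate reaches 50% inhibition but some replicates fall short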
# PvdQ inh – P. aeruginosa PvdQ acylase inhibition; AID 488965; purified PvdQ acylase, fluorescence plate reader; inhibition, % at 10 µM; 0.063% of 340,000 active; in the data active means inhibition above about 30%, passing the limit was not always enough; inconclusive means no clear call, values can overlap the other calls;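 further: 0% = vehicle neutral wells and 100% = reference inhibitor wells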
# SR-BI DiI inh – mouse SR-BI HDL lipid transfer inhibition. Q61009. ldlA[mSR-BI] CHO cells, DiI-HDL uptake fluorescence, 3 h. inhibition, % at 12.5 µM. 0.96% of 320,000 active. AID 488896;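 active means mean replicate inhibition of at least 70% and a set share of replicates each scoring 70 or more; inconclusive means meets just one of the two criteria; inactive means fails both criteria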;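 further: 0% = median of neutral control wells and 100% = median of positive control wells; values of inactives mirror those of a sister screen read the other way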
# Target sequence (Q61009 whole entry, looked up): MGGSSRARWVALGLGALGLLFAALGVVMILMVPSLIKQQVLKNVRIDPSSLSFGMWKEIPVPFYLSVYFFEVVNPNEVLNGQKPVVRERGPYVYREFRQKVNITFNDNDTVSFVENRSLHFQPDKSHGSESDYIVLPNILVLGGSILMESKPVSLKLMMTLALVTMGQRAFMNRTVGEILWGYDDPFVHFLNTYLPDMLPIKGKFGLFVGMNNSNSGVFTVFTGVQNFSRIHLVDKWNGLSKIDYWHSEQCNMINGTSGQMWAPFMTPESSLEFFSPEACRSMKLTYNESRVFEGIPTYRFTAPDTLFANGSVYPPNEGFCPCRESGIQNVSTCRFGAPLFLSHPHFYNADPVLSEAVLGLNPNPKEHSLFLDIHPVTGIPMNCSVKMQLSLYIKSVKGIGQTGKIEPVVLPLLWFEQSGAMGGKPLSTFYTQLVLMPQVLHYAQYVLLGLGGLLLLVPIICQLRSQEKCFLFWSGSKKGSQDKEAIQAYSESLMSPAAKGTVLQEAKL
# cardiac RTF act – cardiac RTF calcium sensitization; 0.24% of 340,000 active; IANBD-labeled TnC RTF fluorescence at EC20 calcium; 0% EC20 calcium, 100% full calcium; P19429+P45379; AID 493008; activation, % at 7.2 µM;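 active means activation above the mean over all tested compounds plus 3 SD, cut at about 30% in these data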;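 further: rise in fluorescence read as greater calcium sensitivity of cardiac thin filaments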
# HTR5A ag – activates human HTR5A in OPRM1-OPRD1 agonist counter-screen; HTR5A agonist assay, luminescence, cell-based; activation, % at 9.3 µM; P47898; 0.61% of 340,000 active; in the data active means activation mostly above about 9.5%, no sharp cut-off; inactive means mostly below about 7.6%;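 further: 0% = cells with vehicle only and 100% = reference agonist; strong numbers were not always called active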
# MITF TRPM1 HTS – MITF TRPM1 promoter activation in melanoma cells | SK-MEL-5 TRPM1-promoter luciferase, 24 h; % of positive control, neutral wells = 0 | activation, % at 12.5 µM | 0.75% of 300,000 active;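 active means mean activation of at least 80% with every replicate also reaching 80%; inconclusive means mean reaches 80% but some replicate falls short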;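 further: 0% = neutral control wells and 100% = parthenolide positive control wells; values of inactives mirror those of a sister screen read the other way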
# SR-BI uptake up – enhances SR-BI lipid uptake from DiI-HDL; 0.096% of 320,000 active; CHO ldlA[mSR-BI] cells, DiI-HDL uptake fluorescence, 3 h; 100 = double the neutral-control signal; AID 504775; activation, % at 12.5 µM;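 active means mean replicate activation of at least 60% and every replicate at or above 60%; inconclusive means mean or all-replicate condition met, but not both; inactive means mean below 60% and not all replicates reaching 60%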;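 further: 0% = median plate neutral-control signal and 100% = twice that signal; values of inactives mirror those of a sister screen read the other way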
#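 Test system: SR-BI-overexpressing, LDLR-lacking CHO cells; Medium: Ham's F12 with 0.5% BSA, HEPES 25 mM, pH 7.4; Schedule: 3 h, 37 °C; Technique: bottom-read fluorescence, 550/595 nm.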
# CDK5 p35 inh – inhibitors of human CDK5/p35 kinase; Q00535+Q15078; Recombinant CDK5/p35, ADP-Glo luminescence, 60 min; inhibition, % at 10 µM; 0.01% of 330,000 active;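 active means highest replicate inhibition of at least 50% and at least 75% of replicates reaching 50%; inconclusive means only one of the two criteria met; inactive means both criteria failed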;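 further: plate controls were DMSO neutral control for no effect and GW8510 at 10 µM for full effect; many of its hits are not listed in these tables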
# dFosB activator – enhances mouse delta FosB homodimer DNA binding; purified delta FosB, TAMRA-CDK5 oligo fluorescence polarization; percent of positive-control signal above neutral wells; activation, % at 25 µM; 0.99% of 340,000 active;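 active means mean activation above about 17%, with every replicate also reaching it, limit read from the data, passing the limit was not always enough; inconclusive means only one of the two conditions met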;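 further: fluorescence polarization rise as delta FosB binds a TAMRA Cdk5 AP-1 oligo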
# Target sequence (P13346 whole entry, looked up): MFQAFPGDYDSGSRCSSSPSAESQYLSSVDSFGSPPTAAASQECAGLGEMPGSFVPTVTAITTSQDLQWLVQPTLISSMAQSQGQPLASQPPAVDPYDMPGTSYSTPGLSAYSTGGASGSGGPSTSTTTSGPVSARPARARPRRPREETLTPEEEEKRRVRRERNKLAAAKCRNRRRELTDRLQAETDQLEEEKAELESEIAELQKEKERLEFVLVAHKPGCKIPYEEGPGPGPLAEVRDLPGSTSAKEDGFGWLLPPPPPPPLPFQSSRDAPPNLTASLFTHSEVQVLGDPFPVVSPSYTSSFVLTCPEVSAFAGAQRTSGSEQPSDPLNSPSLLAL
# Wnt bcat act – Wnt/beta-catenin pathway activation | Wnt/beta-catenin reporter cell assay, activator, plate reader | activation, % at 9.35 µM | 1.2% of 300,000 active | AID 743398; in the data active means activation above about 30%, passing the limit was not always enough; inconclusive means no clear call, values can overlap the other calls;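 further: 0% = neutral control wells and 100% = positive control wells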
# * marks the source's active call; other numbers are inactive results; ? = inconclusive; . = no result given.
molecule	SR-BI DiI inh	Wnt bcat act	MITF TRPM1 HTS	cardiac RTF act	CDK5 p35 inh	dFosB activator	Rtt109 Vps75	SR-BI uptake up	PvdQ inh	HTR5A ag
O=C1NCC(Nc2ccc(Cl)cc2)C(=O)N1 (stereo not given)	-12	-3	3	2	-1.3	2	-2	12	-10	-1
COc1cc(NC(=S)Nc2ccccn2)cc(OC)c1OC	38	-1	1	-7	-0.9	-5	.	-38	-7	2
COc1ccc2c(c1)[C@H]1[C@H](CO2)[C@H](c2ccccc2)[C@]2(C)C(=O)Nc3cc(OC)c(OC)cc3C(=O)N12	17	-12	-8	-4	-0.6	-6	10	-17	-13	1
Cc1cccc(NC(=S)N(CCN(C)C)Cc2cc3cccc(C)c3[nH]c2=O)c1	-8	.	17	3	1.7	-1	8	8	-18	4
CC(C)NC(=O)CN(Cc1ccc(F)cc1)C(=O)CCC(=O)Nc1ccccn1	.	-1	14	-1	-0.3	1	-18	.	-12	4
O=S1(=O)N=C(N/N=C/C=C/c2ccccc2)c2ccccc21	1	.	10	0	-2.2	0	2	-1	11	0
CCC(=O)Nc1nc2nc(-c3ccccc3)cc(=O)n2[nH]1	.	0	9	-1	0.4	1	-2	.	-14	9
O=C(NCc1ccccc1Cl)c1ccc2ccccc2n1	-9	17	22	-1	0.7	-15	19	9	10	2
Cc1nn(Cc2ccccc2)c(C)c1NC(=O)Cn1nc([N+](=O)[O-])c(Cl)c1C	6	.	-9	3	0.9	5	-8	-6	-6	2
CCOC(=O)c1cc2c(s1)-c1ccccc1CC2	31	0	32	16	-0.6	-4	7	-31	2	3
COc1ccccc1/C=N/NC(=O)c1ccccc1Cl	33	-1	8	-7	0.5	-3	-6	-33	-5	1
CSc1ccccc1OCc1cc(C(=O)N2CCCC2c2nonc2C)no1 (stereo not given)	57	29	55	4	-0.2	-3	-6	-57	-10	-4
CCCc1nnc(SCC(=O)Nc2cc(C)on2)n1CCOC	-19	-1	-8	-6	-1.9	-2	-2	19	2	2
O=S(=O)(Nc1cccc(-n2cnnn2)c1)c1ccc(Cl)nc1	-15	-5	-3	0	-1.4	2	-2	15	1	3
COc1ccccc1CN1CCCC(CN(CCN(C)C)C(=O)C2CCCC2)C1 (stereo not given)	-42	-1	.	-8	0.3	-4	2	42	8	4
CCc1ccc(C(=O)COC(=O)CNC(=O)COc2ccccc2)cc1	-8	4	11	-5	-0.5	-5	16	8	5	0
C=CCNc1ncnc2sc(SC)nc12	-14	0	-7	-2	0.5	-9	-3	14	-14	1
CSc1sc(C)cc1C1C(C#N)=C(N)N(c2cccnc2)C2=C1C(=O)CCC2 (stereo not given)	-22	.	1	6	-3.1	-3	.	22	5	3
COc1ccc(C(=O)Nc2cccc(C(=O)N3CCCCC3)c2)cc1	6	-2	-1	0	1.7	-11	-2	-6	-9	0
CCCCNC(=S)N(CCN(CC)CC)Cc1cc2cc3c(cc2[nH]c1=O)OCO3	-6	-3	.	-2	-0.1	2	2	6	5	0
C/C(=N\NC(=O)c1ccc(NS(=O)(=O)c2cccs2)cc1)c1ccncc1	14	1	2	3	-0.2	3	3	-14	2	0
COc1ccc(NC(=O)CN2CCN(CC(=O)Nc3ccc(OC)cc3)CC2)cc1	19	-2	.	0	0.7	-1	-8	-19	-12	-3
CCOC(=O)N1CCN(Cc2cc(=O)oc3ccc(Cl)cc23)CC1	9	15	.	-3	0.1	-5	-6	-9	2	0
O=C(NN=C(c1ccccc1)c1ccccc1)C(CCl)C1CCCCC1 (stereo not given)	-14	1	-8	0	0.5	-2	-3	14	-10	5
CCN(Cc1ccccc1)C(=O)CN1C(=O)COc2ccc(S(=O)(=O)NC3CCCC3)cc21	-1	0	1	2	-2.7	-14	-3	1	-10	-1
Cc1c(C#N)c(N=CN(C)C)c(C(=O)c2ccccc2)n1-c1ccccc1	-3	.	1	4	1.8	-9	0	3	-15	4
CCN(CC(=O)NCc1cccs1)C(=O)CCc1c[nH]c2ccccc12	9	-3	-3	3	1.2	-5	-3	-9	-15	0
O=C(Nc1ccc(NC(=O)c2ccccc2Cl)nc1)c1ccncc1	12	-8	-13	-4	0.7	-6	-2	-12	-5	-3
Cc1nn(S(=O)(=O)c2ccccc2)c(C)c1S(=O)(=O)N1CCC(C)CC1	-5	-1	7	5	-0.2	-7	-16	5	-12	-4
COc1c(OC(C)=O)ccc(/C=C/c2ccc3ccccc3n2)c1[N+](=O)[O-]	27	26	113*	8	-2.2	-8	0	-27	-8	-5

# Individual results from the results shown:
# COc1ccccc1CN1CCCC(CN(CCN(C)C)C(=O)C2CCCC2)C1 (stereo not given) in CDK5 p35 inh is entered as 0.3
# COc1c(OC(C)=O)ccc(/C=C/c2ccc3ccccc3n2)c1[N+](=O)[O-] in CDK5 p35 inh is entered as -2.2
# Cc1nn(S(=O)(=O)c2ccccc2)c(C)c1S(=O)(=O)N1CCC(C)CC1 in Wnt bcat act is entered as -1
# COc1cc(NC(=S)Nc2ccccn2)cc(OC)c1OC in SR-BI uptake up is entered as -38

# Sorted by length of the SMILES (low to high): some entries from above.
molecule	SR-BI DiI inh	Wnt bcat act	MITF TRPM1 HTS	cardiac RTF act	CDK5 p35 inh	dFosB activator	Rtt109 Vps75	SR-BI uptake up	PvdQ inh	HTR5A ag
CSc1ccccc1OCc1cc(C(=O)N2CCCC2c2nonc2C)no1 (stereo not given)	57	29	55	4	-0.2	-3	-6	-57	-10	-4
COc1c(OC(C)=O)ccc(/C=C/c2ccc3ccccc3n2)c1[N+](=O)[O-]	27	26	113*	8	-2.2	-8	0	-27	-8	-5
CCN(Cc1ccccc1)C(=O)CN1C(=O)COc2ccc(S(=O)(=O)NC3CCCC3)cc21	-1	0	1	2	-2.7	-14	-3	1	-10	-1

# (continued)
molecule	SR-BI DiI inh	Wnt bcat act	MITF TRPM1 HTS	cardiac RTF act	CDK5 p35 inh	dFosB activator	Rtt109 Vps75	SR-BI uptake up	PvdQ inh	HTR5A ag
CC(NC(=O)Nc1ccc(Br)cc1)C(C)(C)C (stereo not given)	-28	3	44	-1	-1.2	-1	.	28	-3	-1
COc1ccc(-c2nsc(SCC(=O)Nc3cc(C)on3)n2)cc1	15	11	.	5	-0.5	?	-7	-15	-5	3
O=C(CN(c1ccccn1)S(=O)(=O)c1ccc(F)cc1)Nc1ccc(F)cc1F	-16	.	-4	-1	-0.8	2	-5	16	-2	2
CCOC(=O)C1(C)C=C(Nc2ccc(OCC)cc2)C(=O)N1c1ccccc1 (stereo not given)	6	8	4	-5	-0.3	-7	-3	-6	-16	3
CCOC(=O)N1CCN(c2ccc(S(=O)(=O)N3CCC(C)CC3)cc2[N+](=O)[O-])CC1	23	-1	.	-6	0.3	-12	25	-23	1	3
Cc1cc(C)c(S(N)(=O)=O)c(C)c1N(C)S(=O)(=O)c1ccc(Cl)cc1	-2	-4	13	-3	-0.1	4	4	2	-2	3
O=c1c2ccccc2cnn1Cc1n[nH]c(=S)n1-c1ccc(F)cc1	-3	-5	-6	-6	4.8	0	3	3	4	-6
COc1ccc(C(C(=O)NC(C)(C)C)N(C(=O)Cn2nnc3ccccc32)c2cccc(C(C)=O)c2)cc1O (stereo not given)	.	-4	6	1	1.8	-15	-21	.	-2	2
C/C(=N\NC(=O)OC(C)(C)C)c1ccccc1Br	-21	7	-2	12	0.3	-7	2	21	-7	7
CCn1c(=O)cc(OCC(=O)NCc2cccs2)c2ccccc21	15	0	6	4	-1.1	-1	-13	-15	-8	3
CCOC(=O)c1c(S(=O)(=O)N(C)C2CCCCC2)c(C)n(C)c1C	-2	3	0	4	0.5	-10	-28	2	-15	0
COCCN(CCOC)c1nc(N)c2c(N)nc3c(c2c1C#N)CC(=O)N3Cc1ccc(Cl)cc1	46	-7	6	-5	0.3	-5	3	-46	-3	-1
O=Cc1ccc(-c2cccc(C(=O)O)c2)o1	-11	4	8	3	-4.2	3	3	11	-13	2
CCn1c(SCC(=O)N(C)C2CCS(=O)(=O)C2)nnc1-c1cccs1 (stereo not given)	-11	-2	-3	-2	-2.1	6	-4	11	2	8
COC(=O)[C@@H](Cc1c[nH]c2ccccc12)NC(=O)CCC(=O)c1ccc(Br)cc1	14	0	-10	-2	-1.1	-7	4	-14	-12	-1
COc1ccc(/C(C)=N/Nc2nc(C)c(C(C)=O)s2)cc1	55	3	28	-2	-0.3	-17	-8	-55	-5	2
COc1ccc(S(=O)(=O)NCCSCc2cccs2)cc1	-4	-7	-3	0	-1.7	-5	3	4	1	-3
O=C(c1ccc(CSc2nc3ccncc3[nH]2)cc1)N1CCCCCC1	.	11	50	1	1.0	-5	1	.	-15	0
COc1cccc(N=CC2=C(O)CC(C)(C)CC2=O)c1	-21	-3	13	8	1.1	-6	1	21	-15	4
COC(=O)CC1C(=O)NCCN1C(=O)Nc1ccc(Cl)cc1 (stereo not given)	-22	.	3	4	1.9	-2	-10	22	-18	2
COc1ccc(-n2c(C)nc3cc(C(=O)NCc4ccco4)ccc32)cc1	-7	.	-4	4	-1.0	-8	3	7	-16	-2
CCOC(=O)C1CCCN(C(=O)COC(=O)c2cccs2)C1 (stereo not given)	-19	-5	23	0	0.4	3	-3	19	2	-2
COc1ccc(NC(=O)c2ccc3c(c2)NC(=O)CO3)cc1OC	13	-1	2	-4	-0.5	-1	-3	-13	15	-1
O=C(COC(=O)COc1ccc2ccccc2c1)NCC(F)(F)F	.	0	-3	7	3.0	-5	-5	.	-13	0
O=C(CNC(=O)c1cccc(F)c1)OCC(=O)N1CCCCC1	-7	0	35	-1	-0.2	-7	.	7	-7	1
CCN(CC)C(=O)c1[nH]cnc1C(=O)NCC(=O)OCc1ccccc1	-4	0	-3	-4	-2.9	-3	2	4	-5	9

# Of the compounds above, these contain bromine.
molecule	SR-BI DiI inh	Wnt bcat act	MITF TRPM1 HTS	cardiac RTF act	CDK5 p35 inh	dFosB activator	Rtt109 Vps75	SR-BI uptake up	PvdQ inh	HTR5A ag
CC(NC(=O)Nc1ccc(Br)cc1)C(C)(C)C (stereo not given)	-28	3	44	-1	-1.2	-1	.	28	-3	-1
C/C(=N\NC(=O)OC(C)(C)C)c1ccccc1Br	-21	7	-2	12	0.3	-7	2	21	-7	7
COC(=O)[C@@H](Cc1c[nH]c2ccccc12)NC(=O)CCC(=O)c1ccc(Br)cc1	14	0	-10	-2	-1.1	-7	4	-14	-12	-1
